PLAP inhibitors HTS: inhibition of human placental alkaline phosphatase – biochemical, luminescence, HTS (AID 690). purified PLAP, luminescent substrate; higher % means a stronger effect. inhibition, % at 20 µM, or IC50 in µM where a hit was titrated. 96,000 tested, 0.08% active; in the data active = a potency from the dose series; inactive = the rest, 99 in 100 with inhibition below about 30%; also: strong numbers were not always called active
Bcl-B displacement: displacers of TR3 peptide from Bcl-B, primary screen, selectivity assay for Bfl-1 inhibitor project, biochemical, fluorescence polarization; displacement, % at 20 µM, or IC50 in µM where a hit was titrated; 96,000 tested, 0.11% active; AID 748; FP displacement of FITC-TR3 peptide from Bcl-B; higher % means a stronger effect;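 active = displacement above 50% at 20 µM plus a fluorescence interference ratio under 1.5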;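 also: plate controls were wells without compound for no effect and wells lacking Bcl-B protein for full effect; a part of the inactive calls stands beside numbers as strong as those of hits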
IL1B NFkB inh: blocks IL-1B driven NFkB nuclear translocation in HUVEC cells. inhibition, % at 2 µM. AID 796. 94,000 tested, 0.43% active. HUVEC IL-1B NFkB p65 nuclear translocation imaging;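 active = inhibition above about 30% together with a positive call from visual inspection of the well image, limit read from the data; inconclusive = inhibition above a set limit but visual check negative; inactive = inhibition not above a set limit, visual check negative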;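 also: nuclear over cytoplasmic p65 intensity ratio measured by imaging; 0% = IL-1B stimulated DMSO wells and 100% = unstimulated DMSO wells; values of inactives mirror those of a sister screen read the other way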
NFkB transloc pot: enhances IL-1B driven NFkB nuclear translocation. HUVEC IL-1B NFkB p65 nuclear translocation imaging. activation, % at 2 µM. 94,000 tested, 0.3% active;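 active = activation above 40%, about the mean plus 3 SD, also judged a hit on visual image review; inconclusive = activation above 40% but not a hit on visual review; inactive = activation not above 40% and no visual hit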;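 also: percent activation is computed from the nuclear over cytoplasmic p65 intensity ratio; values of inactives mirror those of a sister screen read the other way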
MRP reversal: reverses drug resistance mediated by MRP; 85,000 tested, 0.04% active; differential viability (reversal), % at 10 µM; H69AR cells + 2 uM doxorubicin, CellTiter-Glo, 72 h;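 active = viability drop by adding the cancer drug above about 55%, with treated viability meeting a 40% cutoff, limit read from the data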;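 also: viability without doxorubicin minus viability with 2 µM doxorubicin for each compound; larger differential means the compound sensitizes cells more to doxorubicin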
MRP reversal cytotoxicity: also measured in MRP reversal; calls as there; viability, %; H69AR cells, CellTiter-Glo, 72 h; measured here: cytotoxicity without doxorubicin
MRP reversal with doxorubicin: second read-out of MRP reversal, no call of its own (marks repeat the call); viability, %; measured here: viability with 2 uM doxorubicin; active compounds read low
IL1B NFkB inh cell count 2 µM: also measured in IL1B NFkB inh; calls as there; cell count; measured here: cells passing quality filter;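 raw number of nuclei counted in each imaged well without normalization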
NFkB transloc pot cell count 2 µM: recorded beside NFkB transloc pot, whose call it bears; cell count; measured here: cells passing quality filter
* = called active by the depositor; ? = inconclusive; · = not tested or not shown.

SMILES	PLAP inhibitors HTS	Bcl-B displacement	IL1B NFkB inh	IL1B NFkB inh cell count 2 µM	NFkB transloc pot	NFkB transloc pot cell count 2 µM	MRP reversal	MRP reversal cytotoxicity	MRP reversal with doxorubicin
COc1ccc2nc(N3C(=O)CC(Cc4cc(C)cc(C)c4)C3=O)sc2c1 (configuration not stated)	-4%	-4%	-7	164	7	164	·	·	·
COc1ccc(Cl)cc1C(=O)N1CCN=C1SC	3%	-2%	·	·	·	·	6	98	92
COC(=O)Cc1c(O)ccn(Cc2ccc(F)cc2)c1=O	-23%	6%	·	·	·	·	·	·	·
CC(C)Oc1ccc(C(=O)Nc2ccc(N(C)C)cc2)cc1	1%	13%	-4	129	4	129	-3	78	81
COc1nnc(-c2ccc(N3CCOCC3)c(NC(=O)c3ccc(C)cc3)c2)c2ccccc12	-15%	14%	4	155	-4	155	·	·	·
CCOC(=O)CN(C(=O)Cn1nnc2ccccc21)C(C(=O)NCCOC)c1ccccc1C (configuration not stated)	-53%	-3%	6	143	-6	143	-1	95	95
Cc1nc2ccc(C(=O)N3CCN(c4ccccn4)CC3)cc2s1	1%	-9%	-16	108	16	108	9	100	91
Cc1ccc(C)c(Nc2ncnc3nc[nH]c23)c1	-143%	0%	-9	175	9	175	3	102	99
COc1cc(C=O)ccc1OCCOCCOc1ccccc1Cl	-3%	-20%	-13	127	13	127	·	·	·
CCC(C)n1cnc2c(c1=O)c1nc3ccccc3nc1n2Cc1ccc(OC)cc1 (configuration not stated)	-9%	-13%	-2	152	2	152	·	·	·
COC(=O)c1sccc1NC(=S)N1CCC(C)CC1	19%	3%	2	212	-2	212	5	104	99
Cc1ccc(OCCn2cc(/C(N)=N/O)c3ccccc32)cc1C	3%	-11%	4	129	-4	129	-10	35	45
O=C(CN1CCN(c2nc(-c3ccccc3)cs2)CC1)NNC(=O)c1ccc(Br)cc1	-16%	-3%	-14	159	14	159	·	·	·
COC(=O)C(NC(=O)c1ccccc1)c1ccccc1 (configuration not stated)	11%	1%	4	195	-4	195	4	103	100
CC(=O)c1cccc(NC(=O)c2cc3nc(C)cc(C)n3n2)c1	0%	0%	1	121	-1	121	-6	75	81
Cc1ccccc1Nc1nc(N)nc(CSc2nc3ccccc3c(=O)n2CCCO)n1	-80%	-31%	·	·	·	·	6	75	69
Cc1nc(NC(=O)c2ccccc2)sc1-c1csc(Nc2ccc(F)cc2)n1	-2%	-2%	-3	140	3	140	·	·	·
O=C(CSCCO)N1CCc2ccccc21	19%	-2%	-14	129	14	129	1	88	87
CCCc1cc(SCC(=O)Nc2c(C)n(C)n(-c3ccccc3)c2=O)n2c(nc3ccccc32)c1C#N	-30%	-69%	1	136	-1	136	-12	86	97
Cc1c(Cl)c([N+](=O)[O-])nn1CC(=O)N1CCc2ccccc2C1	12%	2%	0	134	0	134	·	·	·
CCN(CC)c1ccc(NC(=O)c2ccccc2F)cc1	-21%	-3%	-20	101	21	101	-19	26	45
CN1C(=O)NC(NC(=O)c2ccco2)(C(F)(F)F)C1=O (configuration not stated)	-4%	-14%	0	66	0	66	1	93	92
O=c1c2ccccc2c(C=NC2CCS(=O)(=O)C2)c(O)n1-c1ccccc1 (configuration not stated)	12%	6%	-14	117	14	117	5	90	85
Cc1c(C(=O)N2CCN(C(=O)c3ccco3)CC2)sc2nc(-c3ccc(F)cc3)cn12	-39%	-7%	·	·	·	·	-2	69	71
Cc1ccc(F)cc1NC(=O)C1CCCN(c2ncccn2)C1 (configuration not stated)	0%	1%	4	148	-4	148	7	91	85
CC(=O)c1c(C)nc2cc(Cl)ccc2c1N	2%	-14%	5	149	-5	149	19	94	75
O=S(=O)(NCC1CCCO1)c1cc(Cl)ccc1Br (configuration not stated)	15%	-11%	-4	143	4	143	6	105	100
Cc1cc(C)cc(OCCCOc2cccc3cccnc23)c1	-8%	0%	4	121	-4	121	·	·	·
CCc1nc(SCC(=O)NCC2CCCO2)c2oc3ccccc3c2n1 (configuration not stated)	-36%	7%	0	100	0	100	-15	46	61
O=C(c1ccc2c(c1)N(Cc1ccccc1)C(=O)CS2)N1CCOCC1	-19%	-10%	5	53	-5	53	-3	87	90
CC1CCN(C(=O)c2cc(-c3ccc(Cl)c(Cl)c3)on2)CC1	·	·	-30	144	30	144	9	98	89
COc1cccc(OCCCN2CCCCC2)c1	-13%	4%	-4	174	3	174	2	98	97
CC(c1ccccc1)n1c(-c2ccncc2)n[nH]c1=S (configuration not stated)	-8%	-8%	-7	143	7	143	0	88	87
Cc1[nH]c(=O)[nH]c(=O)c1/C=N/NC(=O)[C@H](C)NC(=O)OC(C)(C)C	-62%	-8%	3	94	-3	94	·	·	·
CC(C)(C)S(=O)(=O)c1c(C(=O)O)cccc1C(=O)O	-10%	2%	-13	74	13	74	-3	80	83
Cc1cc(/C=N\NC(=O)c2cccs2)c(C)n1-c1ccc2ncccc2c1	-66%	-4%	-10	159	10	159	·	·	·
O=C1Nc2ccccc2C(O)(C(=O)NCc2ccco2)N1c1ccc(Cl)cc1 (configuration not stated)	6%	-8%	·	·	·	·	4	92	88
CCCCS(=O)CC(O)COCC (configuration not stated)	-8%	1%	-1	183	1	183	-6	102	108
COc1ccc(OC)c(S(=O)(=O)N2CCC(C(=O)NCC3CCCO3)CC2)c1 (configuration not stated)	-4%	0%	-13	184	13	184	-5	94	99
O=C(COc1ccccc1)Nc1ccc(CSc2ccccc2)cc1	1%	-4%	-4	118	4	118	·	·	·
CCOC(=O)c1nc2nc(C)c(Cl)c(=O)n2[nH]1	3%	-7%	10	71	-9	71	-8	101	108
O=C1NCCN1C(=O)c1ccccc1F	-7%	16%	4	147	-4	147	1	93	91
CCCCOC(=O)CSCC(=O)Nc1cc(C)on1	9%	-12%	-1	136	1	136	-5	102	107
CCS(=O)(=O)c1ccc2oc(SCC(=O)NC3CCCC(C)C3C)nc2c1 (configuration not stated)	-9%	6%	-13	67	13	67	4	87	83
CSc1ccccc1NC(=O)Nc1cccc(Cl)c1	0%	3%	3	162	-3	162	5	66	61

Copied from the list.
`CSc1ccccc1NC(=O)Nc1cccc(Cl)c1` @ Bcl-B displacement = 3%
`COc1cccc(OCCCN2CCCCC2)c1` @ Bcl-B displacement = 4%
`O=C(COc1ccccc1)Nc1ccc(CSc2ccccc2)cc1` @ IL1B NFkB inh = -4
`O=C1Nc2ccccc2C(O)(C(=O)NCc2ccco2)N1c1ccc(Cl)cc1` (configuration not stated) @ Bcl-B displacement = -8%
`CC1CCN(C(=O)c2cc(-c3ccc(Cl)c(Cl)c3)on2)CC1` @ MRP reversal cytotoxicity = 98
`CCOC(=O)c1nc2nc(C)c(Cl)c(=O)n2[nH]1` @ NFkB transloc pot = -9
`CCS(=O)(=O)c1ccc2oc(SCC(=O)NC3CCCC(C)C3C)nc2c1` (configuration not stated) @ MRP reversal with doxorubicin = 83

An excerpt from above in order of their number in Bcl-B displacement, high to low:
SMILES	PLAP inhibitors HTS	Bcl-B displacement	NFkB transloc pot	NFkB transloc pot cell count 2 µM
CSc1ccccc1NC(=O)Nc1cccc(Cl)c1	0%	3%	-3	162
CCCCS(=O)CC(O)COCC (configuration not stated)	-8%	1%	1	183
O=C1Nc2ccccc2C(O)(C(=O)NCc2ccco2)N1c1ccc(Cl)cc1 (configuration not stated)	6%	-8%	·	·

(more compounds)
SMILES	PLAP inhibitors HTS	Bcl-B displacement	IL1B NFkB inh	IL1B NFkB inh cell count 2 µM	NFkB transloc pot	NFkB transloc pot cell count 2 µM	MRP reversal	MRP reversal cytotoxicity	MRP reversal with doxorubicin
Cc1ccccc1[C@@H]1C(C#N)=C(N)S[C@H]1C(=O)c1ccccc1	25%	-1%	-5	218	5	218	·	·	·
CC(C)C(NC(=O)CN(c1cccc(F)c1)S(C)(=O)=O)C(C)C	·	·	-21	143	21	143	4	100	96
CCCS(=O)(=O)N1CCC(C(=O)NCc2cccnc2)CC1	-2%	3%	-3	130	3	130	-12	98	110
COc1nc(N)c(S(=O)(=O)c2ccc(C)cc2)cc1C#N	26%	-15%	-3	159	3	159	·	·	·
COc1ccc(-n2ncc3c(=O)n(CC(=O)N4CCCc5ccccc54)cnc32)cc1	-3%	2%	-2	100	2	100	5	81	77
C/C(=N/NC(=O)c1cccc(C)c1)c1c(O)cc(C)oc1=O	·	·	3	137	-3	137	-15	72	88
CCC(C(=O)NC1CCCC1)N(C(=O)Cn1nnc(-c2ccc(C)cc2)n1)C1CCCC1 (configuration not stated)	·	·	-14	86	15	86	0	86	86
Cc1c(C#N)c2ncn(Cc3ccccc3)c(=O)c2n1-c1ccccc1	11%	2%	-11	217	11	217	15	75	61
CCC(=O)Nc1cccc(Br)c1	6%	-2%	-1	165	1	165	-10	97	107
O=C(NCc1ccccc1)C1CCCN(S(=O)(=O)c2cccnc2)C1 (configuration not stated)	16%	-9%	-14	155	14	155	0	87	87
COc1ccc(N2C(=O)CS/C2=C\[N+](=O)[O-])cc1	8%	-5%	-3	116	3	116	·	·	·
CC(=O)Nc1cc2ccc(OC(C)=O)cc2oc1=O	8%	4%	-5	152	5	152	-7	84	90
Cc1ccccc1Cn1cnc2c(cnn2C(C)(C)C)c1=O	5%	1%	-9	126	9	126	·	·	·
CN1CCN(C(=O)c2ccc(C(C)(C)C)cc2)CC1	-1%	13%	·	·	·	·	4	90	86
COCC(C)NC(=O)COc1ccc(Cl)cc1Cl (configuration not stated)	·	·	-6	145	6	145	-12	103	114
Cc1c(C(=O)Nc2ccccc2-c2ccccc2)cccc1[N+](=O)[O-]	-2%	7%	-2	136	2	136	·	·	·
Cc1ccc(CSc2nc3c(c(=O)[nH]2)C(c2ccncc2)C2=C(CCCC2=O)N3)cc1 (configuration not stated)	-45%	0%	-2	118	2	118	7	91	84
CC(=O)c1nn(-c2cccc(Cl)c2)cc1C(=O)c1ccco1	10%	0%	-20	132	20	132	1	81	81
O=S(=O)(NCCOCC(F)(F)F)c1ccc2oc3ccccc3c2c1	1%	-6%	-19	82	21	82	9	92	82
c1ccc(-n2nnnc2Oc2ccc(-c3nnco3)cc2)cc1	·	15%	5	99	-5	99	-14	82	97
O=S(=O)(/N=C(\Nc1ccc(F)cc1)C(F)(F)F)c1ccccc1	-8%	6%	1	115	-1	115	·	·	·
O=C(NC1CCC(NC(=O)C2CCCO2)CC1)C1CCCO1 (configuration not stated)	-10%	1%	-20	184	20	184	-16	85	101
Cc1cc(=O)oc(C)c1C(=O)NCCC1=CCCCC1	-29%	-7%	-19	126	19	126	3	85	82
COc1ccc(-c2csc(N(CCCN3CCOCC3)C(=O)c3ccco3)n2)cc1	-60%	-1%	-18	184	18	184	20	60	40
CCCCn1c(SCC(=O)c2ccccc2)nc2c1c(=O)[nH]c(=O)n2C	19%	2%	3	70	-3	70	-6	78	85
CSc1nnc(C)c(/C=C/Nc2ccc(F)cc2)n1	0%	-22%	-1	108	1	108	·	·	·
CCOc1ccc2nc(NS(=O)(=O)c3ccc(NC(C)=O)cc3)sc2c1	11%	14%	-8	124	7	124	6	101	95
COc1ccc(N2CSC3=C(C#N)C(c4cccc(OC)c4OC)CC(=O)N3C2)cc1 (configuration not stated)	-16%	10%	-17	193	17	193	-20	80	100
O=C(Nc1nc(-c2ccccc2)cs1)C1COc2ccccc2O1 (configuration not stated)	-8%	-8%	-13	49	13	49	13	97	83
CCn1c(SCC(=O)N2CCCC2)nc2ccccc2c1=O	-34%	4%	-46	148	?	·	-33	52	85
COc1ccc(S(=O)(=O)Nc2ccccn2)c(C)c1C	-13%	-5%	-6	159	6	159	5	103	98
CCc1nn(C(C)C(=O)NC(C)CCc2ccco2)c(=O)c2cc3occc3n12 (configuration not stated)	-40%	-4%	·	·	·	·	·	·	·
O=[N+]([O-])c1ccc(/C=N/Nc2nc(N3CCCCCC3)nc(N3CCCCCC3)n2)o1	·	·	16	111	-16	111	-11	28	40
O=C1N(CC(=O)N2CCc3ccccc32)CCN1Cc1ccccc1Cl	15%	7%	17	123	-17	123	11	96	84
Cc1ccc(NC(=O)N/C=C/c2ccccc2)cc1	9%	14%	-4	170	4	170	·	·	·

An excerpt, so the mix of outcomes need not match the whole.
